H1N1 NS1A inhibition: H1N1 influenza NS1A inhibitors, functional cell based assay (AID 504329); 0.3% of 340,000 active; inhibition, % at 12.5 µM; hits with a dose series show IC50 in µM; NS1A functional cell-based assay, percent inhibition; higher % means a stronger effect; in the data active = a potency from the dose series; inconclusive = inhibition above about 27% without an active follow-up result; also: strong numbers were not always called active
PhoP GFP inhibition: Inhibition of PhoP regulon, Salmonella typhi GFP reporter cells, confirmation, 4 h (AID 1850); Salmonella Typhi PhoP-promoter GFP reporter, fluorescence, 4 h; higher % means a stronger effect; inhibition, % at 50 µM, or IC50 in µM where a hit was titrated; 0.33% of 310,000 active; in the data active = a potency from the dose series; inconclusive = inhibition mostly from about 25% at the one dose, without a potency; inactive = the rest, 99 in 100 with inhibition below about 19%;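 also: 0% = induced wells with vehicle and 100% = uninduced wells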
M. tuberculosis: growth inhibition of non-replicating M. tuberculosis (AID 488890). Mycobacterium tuberculosis non-replicating, growth inhibition; higher % means a stronger effect. inhibition, % at 25 µM, or IC50 in µM where a hit was titrated. 0.39% of 320,000 active; in the data active = a potency from the dose series; inconclusive = inhibition mostly from about 82% at the one dose, without a potency; inactive = the rest, 99 in 100 with inhibition below about 76%;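 also: plate controls were DMSO cells for no effect and high antibiotic wells for full effect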
H37Rv inhibition: M. tuberculosis growth inhibition, HTS (AID 449762); M. tuberculosis H37Rv growth inhibition, 7H9 media; higher % means a stronger effect; inhibition, % at 25 µM; hits with a dose series show IC50 in µM; 0.59% of 330,000 active; in the data active = a potency from the dose series; inconclusive = inhibition above about 70% without an active follow-up result;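 also: bacterial growth assessed after seven days of incubation; strong numbers were not always called active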
VEEV TC-83 Vero: inhibitors of VEEV TC-83 cytopathic effect, confirmation, Vero cells (AID 588727); Vero cells, VEEV TC-83 cytopathic effect inhibition; higher % means a stronger effect; inhibition, % at 20 µM, or IC50 in µM where a hit was titrated; 0.13% of 350,000 active; in the data active = a potency from the dose series; inconclusive = inhibition mostly from about 14% at the one dose, without a potency; inactive = the rest, 99 in 100 with inhibition below about 12%; also: strong numbers were not always called active
VEEV TC-83 Vero 10K pilot screen: also measured in VEEV TC-83 Vero; calls as there; inhibition, %; measured here: 10K pilot screen inhibition
* = called active by the depositor; i = inactive; ? = inconclusive; · = no result given; & = joins results of further samples.

Start of the data: the first seven entries, to show the layout:
SMILES	H1N1 NS1A inhibition	PhoP GFP inhibition	M. tuberculosis	H37Rv inhibition	VEEV TC-83 Vero	others
CC[C@]12c3[nH]c4cc(-c5ccco5)ccc4c3CCN1C(=O)[C@@H](CC(=O)NCCCN(C)C)C[C@@H]2C(=O)N1CCN(C(=O)C2CC2)CC1	0%	·	·	·	0.2%
CC(OC(=O)CNC(=O)c1sc2ccccc2c1Cl)C(=O)NC1(C#N)CCCCC1 (stereo not given)	-13%	·	25%	-6%	3.0%
CN(C)/C=C1\NC(=S)N(c2ccccc2)C1=O	-3%	7%	13%	-10%	i
CSc1ccccc1NC(=O)CN(C)CC(=O)NCC(=O)Nc1ccc(F)cc1	-6%	-3%	9%	-8%	5.8%
COc1ccc(S(=O)(=O)C(C#N)c2nc3ccccc3nc2N2CCC(C)CC2)cc1 (stereo not given)	·	-17%	-15%	-9%	·
C[N+]1(C)C2CC(OC(=O)[C@H](CO)c3ccccc3)CC1C1OC12 (stereo not given in full)	-9%	-6%	0%	6%	i
O=C(COc1ccc(S(=O)(=O)N2CCOCC2)cc1Cl)NCc1ccco1	1%	5%	0%	7%	4.3%

This part in full, from the start:
SMILES	H1N1 NS1A inhibition	PhoP GFP inhibition	M. tuberculosis	H37Rv inhibition	VEEV TC-83 Vero	others
CC[C@]12c3[nH]c4cc(-c5ccco5)ccc4c3CCN1C(=O)[C@@H](CC(=O)NCCCN(C)C)C[C@@H]2C(=O)N1CCN(C(=O)C2CC2)CC1	0%	·	·	·	0.2%
CC(OC(=O)CNC(=O)c1sc2ccccc2c1Cl)C(=O)NC1(C#N)CCCCC1 (stereo not given)	-13%	·	25%	-6%	3.0%
CN(C)/C=C1\NC(=S)N(c2ccccc2)C1=O	-3%	7%	13%	-10%	i
CSc1ccccc1NC(=O)CN(C)CC(=O)NCC(=O)Nc1ccc(F)cc1	-6%	-3%	9%	-8%	5.8%
COc1ccc(S(=O)(=O)C(C#N)c2nc3ccccc3nc2N2CCC(C)CC2)cc1 (stereo not given)	·	-17%	-15%	-9%	·
C[N+]1(C)C2CC(OC(=O)[C@H](CO)c3ccccc3)CC1C1OC12 (stereo not given in full)	-9%	-6%	0%	6%	i
O=C(COc1ccc(S(=O)(=O)N2CCOCC2)cc1Cl)NCc1ccco1	1%	5%	0%	7%	4.3%
COC(=O)CSc1nnc(-c2cccnc2)o1	-4%	3%	3%	-8%	1.7%
FC(F)(F)c1nc(-c2ccncc2)ncc1-c1nnnn1-c1ccccc1	-6%	-9%	17%	0%	3.2%
CCc1cc(=O)oc2cc(C)cc(OC(C)C(=O)NC3CC(C)(C)NC(C)(C)C3)c12 (stereo not given)	4%	6%	3%	-1%	i
Cc1ccc(NC(=O)c2ccccc2OCC(=O)c2ccccc2)cc1	0%	-1%	7%	14%	i
COc1ccc(C(=O)NCc2ccc(N3CCN(C)CC3)cc2)cc1	-4%	7%	-10%	0%	i
Cc1ccccc1Cc1c(C)nc2nc(SCC(=O)N3CCC4(CC3)OCCO4)nn2c1C	0%	-4%	3%	8%	1.4%
COc1cc(CNc2ccc(C(=O)O)cc2)cc(Br)c1OCC(=O)NC(C)(C)C	-9%	5%	6%	4%	1.3%
CCOC(=O)C1(CC2CCCCO2)CCN(Cc2nc3ccccc3[nH]2)CC1 (stereo not given)	2%	-7%	1%	0%	0.3%	VEEV TC-83 Vero 10K pilot screen=0.2
O=C(O)CCN1c2cccc3cccc(c23)S1(=O)=O	-1%	16%	-2%	-3%	1.0%
CCS(=O)(=O)NCC(c1cccnc1)N1CCN(c2ccccc2OC)CC1 (stereo not given)	-13%	-3%	-3%	-10%	0.2%
Cc1c(C(=O)NCc2cccnc2)oc2ccc(S(=O)(=O)N3CCCC(C)C3)cc12 (stereo not given)	-5%	-9%	17%	-3%	1.8%
CC(NC(=O)Cn1cnc2c1c(=O)n(C)c(=O)n2C)c1ccccc1 (stereo not given)	4%	-4%	-8%	-4%	1.4%
Cc1cc2oc(C(=O)NCCc3ccc(S(N)(=O)=O)cc3)cc(=O)c2cc1C	-20%	3%	9%	-1%	i
COc1ccc(CCC(=O)Nc2cccc(S(=O)(=O)N3CCOCC3)c2)cc1OC	-7%	·	·	·	1.6%
COC(=O)c1sc2cnccc2c1N	21%	-6%	5%	-7%	1.4%
O=c1cc(C(F)(F)F)oc2c1ccc1ccccc12	-4%	0%	0%	-12%	1.1%
Cn1c(-c2ccccc2)c(C(=O)CCl)c2ccccc21	-20%	·	·	·	?
O=C1c2ccccc2C(=O)N1CCSc1ncn[nH]1	7%	9%	-12%	-3%	i
Cc1csc2c(NCCCN3CCOCC3)ncnc12	2%	7%	-12%	-3%	i
Cc1ccc(CNC(=O)CCC(=O)Nc2nnc(C3CCCCC3)s2)cc1	-18%	10%	-18%	-8%	3.1%
Cc1noc(C)c1CSc1nnc2scc(-c3ccc(Cl)cc3)n12	-2%	-6%	8%	-3%	i
O=C(O)C(Cc1ccnc2ccccc12)=NO	7%	·	·	·	i
CCOc1ccc(-c2nnn(CCC(=O)O)n2)cc1OC	-5%	-9%	2%	2%	1.5%
CC(C)OC(=O)CSc1nnc(-c2ccc([N+](=O)[O-])cc2)o1	-5%	-5%	?	?	0.3%	VEEV TC-83 Vero 10K pilot screen=0.7
COc1ccccc1NC(=O)CSc1ccc(-c2cccs2)nn1	5%	-13%	70%	3%	4.9%
COCCNC(=O)c1onc(CSc2cc(C)ccc2C)c1C(=O)O	-11%	-4%	3%	2%	0.1%
COc1ccc(NC(=O)C2CCCN2C(=O)Nc2ccc(OC)cc2)cc1 (stereo not given)	-2%	·	·	·	2.7%
O=C(NC(=S)Nc1ccc(F)c(Cl)c1)C1CC1	28%	-9%	?	7%	4.0%
CCCCN1C(=O)C(O)(c2ccccc2)c2cc(Br)ccc21 (stereo not given)	-4%	-9%	-8%	0%	1.0%
Cc1ccc(-c2nc(C#N)c(NCc3cccc4c3OCO4)o2)cc1	-1%	-2%	15%	15%	0.7%
COCCCNC(=O)CSc1ccc(Cl)cc1	-11%	-5%	39%	-2%	2.8%
O=C(NCC(=O)N(c1ccccc1F)C(C(=O)NCC1CCCO1)c1ccccc1)c1ccco1 (stereo not given)	0%	-7%&-4%	4%	4%	9.3%
NS(=O)(=O)c1cccc(Nc2nc3ccccc3nc2NS(=O)(=O)c2ccc(Cl)cc2)c1	-23%	·	22%	3%	1.1%
COc1cccc(NC(=S)N2CCn3c(nc4ccccc43)C2)c1	3%	1%	40%	6%	0.7%
Cc1ccc(NS(=O)(=O)c2ccc(CCC(=O)NCCO)cc2)cc1	2%	7%	-16%	-10%	1.0%
CC1CN(c2nc3c(c(=O)[nH]c(=O)n3C)n2Cc2ccccc2F)CC(C)O1 (stereo not given)	-9%	5%	-3%	4%	5.2%	VEEV TC-83 Vero 10K pilot screen=2.0
COc1ccc(/C=C\C(=O)CC(O)(c2ccccc2)C(F)(F)F)cc1 (stereo not given)	-3%	3%	74%	9%	1.1%
O=C(CSc1nnc(-c2ccccc2F)o1)NC1CCCCC1	6%	4%	?	6%	1.2%
O=C(CSc1ccc(-c2ccc(F)cc2)nn1)NCCc1ccccc1	-2%	-3%	46%	-3%	0.2%
Clc1ccc(C2=Nn3c(nnc3-c3n[nH]c4c3CCC4)SC2)cc1Cl	4%	6%	40%	46%	2.5%	VEEV TC-83 Vero 10K pilot screen=1.4
CC(C)c1cc(Nc2cccc(O)c2)cc(C(C)C)c1O	·	-4%	70%	11%	·
CN(CCc1ccccc1)Cc1c[nH]c2ccccc12	2%	1%	4%	0%	i
CCOc1ccccc1N(C)C(=O)c1ccc2c(=O)n3c(nc2c1)CCCCC3	1%	-5%	7%	5%	2.3%
CC(=O)Nc1ccc(S(=O)(=O)N2CCN(CCC#N)CC2)cc1	4%	-10%	0%	-1%	1.1%
CC(C)Nc1nc(Oc2ccc(Cl)cc2)cc(C(F)(F)F)n1	1%	-4%	10%	6%	i
COc1ccc(C(=O)NCC2OCCc3ccccc32)cc1OC (stereo not given)	2%	6%	-2%	4%	0.5%
CCCCNC(=O)/C=C1\Sc2ccccc2NC1=O	-2%	-4%	1%	6%	5.5%
O=[N+]([O-])c1ccc(O)c(/C=N/n2cnnc2)c1	34%	17%	-14%	-2%	0.9%
COc1ccc(/C=N/N=C2/NC(=O)C(CC(=O)NC(C)C)S2)cc1 (stereo not given)	-1%	-23%	25%	3%	0.4%
COCCn1c(SCC(=O)Nc2sc(C)c(C)c2C#N)nnc1-c1ccc(OC)cc1	0%	-6%&11%	44%	-2%	3.5%
CC12CCC(=O)N1C(C(=O)OCC(=O)Nc1cccc(S(=O)(=O)N3CCCCCC3)c1)CS2 (stereo not given)	-1%	0%	-11%	3%	1.2%	VEEV TC-83 Vero 10K pilot screen=0.5
COC(=O)c1[nH]c2ccccc2c1Sc1ccccc1	-18%	-17%	1%	1%	i
COc1ccc(CNC(=O)COC(=O)c2cc(S(=O)(=O)N3CCOCC3)ccc2O)cc1OC	-18%	·	-9%	-9%	2.4%
Continuation.
SMILES	H1N1 NS1A inhibition	PhoP GFP inhibition	M. tuberculosis	H37Rv inhibition	VEEV TC-83 Vero	others
CC1C/C(=N/N=C2/NC(=O)CS2)CC(C)(C)C1 (stereo not given)	-7%	8%	?	61%	0.9%
CN1C(=S)SC(/[N+]([O-])=C/c2ccc(Cl)cc2)C1(C)C (stereo not given)	-16%	-18%	-5%	2%	0.6%
COC(=O)c1sc(C(F)(F)F)c(-c2ccccc2)c1S(=O)(=O)NC(C)(C)C	7%	5%	4%	3%	1.0%
CCOc1cc(/C=C/C(=O)c2ccc3c(c2)OCCO3)ccc1OCC(=O)N(C)C	4%	1%	31%	14%	11%
CN(CC(=O)Nc1cccc(F)c1)C(=O)CNS(=O)(=O)c1ccc(N(C)C)c([N+](=O)[O-])c1	0%	-6%	4%	0%	5.1%
COCCOc1ccc(C(F)(F)F)cc1NC(=O)COC(=O)c1c(C)noc1C	9%	-1%	48%	-19%	8.9%
CCCC(=O)OCC(=O)Nc1ccc(OC(F)F)cc1	4%	0%	-3%	1%	1.6%
CC1=C(C(N)=O)C(c2ccccc2[N+](=O)[O-])n2ncnc2N1 (stereo not given)	-9%	-10%	-2%	-4%	i
COc1ccccc1-c1nc(C(N)=O)c2[nH]c(=O)n(-c3cccc(C)c3)c2n1	1%	1%	?	-1%	9.8%
COc1cc(CSc2ncn[nH]2)c(OC)cc1CSc1ncn[nH]1	-29%	1%	-5%	-14%	0.1%
O=C(NC1CCCC1)C1CCCN(C(=O)Nc2ccccc2)C1 (stereo not given)	-3%	14%	-15%	5%	i
CCC(C)NS(=O)(=O)c1ccc(OCC(=O)N2CCC(C)CC2)cc1 (stereo not given)	-3%	5%	2%	5%	0.4%
COc1ccc(C2CC(c3ccc(Cl)cc3)=NN2C(C)=O)cc1 (stereo not given)	-2%	4%	?	54%	0.0%
CSCCC(N=C(NS(=O)(=O)c1ccc(C)cc1)c1ccccc1)C(=O)O (stereo not given)	-9%	-4%	-29%	-10%	3.0%
COc1cccc(N2CCN(c3ccc4nnc(CCC(=O)Nc5ccccc5OC)n4n3)CC2)c1	12%	6%	22%	9%	8.2%
CCOc1ccc(NC(=O)c2cc(OC)nc3ccccc23)cc1	2%	12%	1%	6%	i
O=C(/C=C/c1ccco1)NCCc1ccccc1	9%	5%	51%	-7%	0.4%
COc1cccc(OC)c1OCC(O)CN1CCN(c2ccccc2)CC1 (stereo not given)	7%	-4%	10%	0%	1.4%
CC(C)CCC(C)NC(=O)C1CCN(S(=O)(=O)/C=C/c2ccccc2)CC1 (stereo not given)	-3%	0%	-6%	-3%	0.7%
COc1ccc(N(CC(O)CN2C(=O)NC(C)(C)C2=O)S(=O)(=O)c2ccc(C)cc2)cc1 (stereo not given)	-9%	-13%	40%	-4%	i
O=C(Nc1cc2c(cc1C(=O)O)OCCCO2)c1ccc(C(F)(F)F)cc1	-3%	-3%	66%	51%	5.3%
CCCCS/C(N)=N/N=C/c1ccccc1O	8%	5%	?	1%	6.2%
COc1ccc(CN2CCN(Cc3cccc(Oc4ccccc4)c3)CC2)c(OC)c1OC	-15%	-4%	24%	23%	0.1%
CCOc1ccc(NC(C)C(=O)N/N=C/c2cccs2)cc1 (stereo not given)	24%	3%	35%	28%	0.9%
